NR3A LBD binder = modulates the human NR3A ligand-binding domain | NR3A LBD differential scanning fluorimetry, Tm shift; 0% = protein alone, 100% = glycine-bound protein | Tm shift relative to glycine control, % at 25 µM | hit rate 2.5% among 340,000 | AID 1259313;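 active means melting temperature shift of at least 10% of the positive control shift, at one fixed dose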
PfGluPho inh = PfG6PD (Plasmodium falciparum) enzyme inhibition | PfGluPho enzyme, NADPH resazurin-diaphorase fluorescence | inhibition, % at 20 µM | hit rate 0.78% among 350,000 | AID 504690;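 active means inhibition reaching at least a set limit at 20 µM in the primary screen, cut at about 59% in these data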;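 further: 0% = DMSO wells with substrate and 100% = DMSO wells lacking glucose-6-phosphate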
SENP6 inh = SENP6 protease inhibition. Q9GZR1. Recombinant SENP6 catalytic domain, aminoluciferin luminescence. inhibition, % at 10 µM. hit rate 1.8% among 330,000;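 active means inhibition above about 50% at the single tested dose, limit read from the data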;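 further: plate controls were DMSO wells with enzyme for no effect and DMSO wells lacking enzyme for full effect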
MPTP inh = permeability transition pore inhibition; isolated mouse mitochondria, Ca2+ swelling absorbance, 30 min; hit rate 1.4% among 360,000; inhibition, % at 10 µM; AID 602449;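 active means inhibition of 50% or more, scaled per plate between neutral and stimulator controls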;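 further: 0% = DMSO wells given calcium and 100% = 1 mM EGTA wells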
SENP1 FRET inh = blocks the human SENP1 SUMO protease catalytic domain; inhibition, % at 10 µM; hit rate 0.21% among 360,000; recombinant SENP1 catalytic domain, CyPet-SUMO1-YPet FRET cleavage; Q9P0U3;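 active means inhibition at least 30% at 10 µM, raw YFP signal under a set limit, fluorescence ratio 0.5 to 1.5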;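 further: 0% = enzyme with DMSO and 100% = no enzyme wells; some results filed as inactive read as strong as hits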
Target sequence (Q9P0U3 419-644 limits assumed): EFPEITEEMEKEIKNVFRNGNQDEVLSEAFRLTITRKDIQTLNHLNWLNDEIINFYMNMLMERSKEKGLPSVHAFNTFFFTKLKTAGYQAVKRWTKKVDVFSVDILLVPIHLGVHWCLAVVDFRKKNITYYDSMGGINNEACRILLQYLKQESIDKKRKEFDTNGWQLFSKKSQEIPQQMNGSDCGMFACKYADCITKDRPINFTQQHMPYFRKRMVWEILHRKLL
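Material – human SENP1 catalytic domain · Input – SENP1 enzyme, 20 pM final · Compound dosing – single concentration of 10 µM compound, 0.5% DMSO final · Timing – enzyme reaction for 50 min at room temperature, dark · Measured by – FRET fluorescence in CFP and YFP emission channels · Control set – no-enzyme wells low, DMSO-plus-enzyme wells high control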
hIAP activ = human IAP activation. P09923. purified human IAP, CDP-Star luminescence, 30 min; active compounds read high; 1 = vehicle-only enzyme, 0 = enzyme-free background. activation factor at 10 µM. hit rate 0.16% among 330,000;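 active means activation factor of the enzyme at least 2-fold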; further: the source names both 10 and 20 µM as test concentration; values of inactives mirror those of a sister screen read the other way
ATG4B inh = ATG4B (human) cysteine protease inhibition; ATG4B cleavage of LC3-PLA2, NBD-HPC fluorescence, 1 h; hit rate 0.51% among 340,000; inhibition, % at 8.33 µM; Q9Y4P1; AID 504462; in the data active means inhibition above about 40%
Target sequence (Q9Y4P1 whole entry, looked up): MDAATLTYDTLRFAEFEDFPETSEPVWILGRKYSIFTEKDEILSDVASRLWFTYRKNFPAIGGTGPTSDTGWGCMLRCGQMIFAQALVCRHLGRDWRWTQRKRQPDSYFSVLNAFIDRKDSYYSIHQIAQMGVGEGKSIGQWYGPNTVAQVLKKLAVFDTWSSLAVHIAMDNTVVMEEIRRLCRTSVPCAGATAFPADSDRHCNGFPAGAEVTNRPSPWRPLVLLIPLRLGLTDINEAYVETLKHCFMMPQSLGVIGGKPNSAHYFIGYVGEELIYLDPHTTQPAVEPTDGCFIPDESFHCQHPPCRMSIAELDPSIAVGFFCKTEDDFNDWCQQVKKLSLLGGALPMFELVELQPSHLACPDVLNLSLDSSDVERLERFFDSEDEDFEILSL
SENP8 inh = inhibitors of human SENP8 protease | recombinant SENP8, Nedd8 substrate fluorescence | Q96LD8 | inhibition, % at 20 µM | hit rate 0.64% among 360,000; in the data active means inhibition mostly above about 40%, no sharp cut-off; inactive means mostly below about 27%
Target sequence (Q96LD8 whole entry, looked up): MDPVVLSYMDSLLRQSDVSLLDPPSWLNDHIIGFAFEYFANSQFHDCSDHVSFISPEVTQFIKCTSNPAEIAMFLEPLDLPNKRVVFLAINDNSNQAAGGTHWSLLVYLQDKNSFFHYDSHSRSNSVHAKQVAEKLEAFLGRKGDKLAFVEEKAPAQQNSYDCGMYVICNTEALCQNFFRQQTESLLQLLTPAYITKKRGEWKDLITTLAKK
* hit, by the source's call.

How did CCc1ccc2nc(N(CCN(C)C)C(=O)/C=C/c3cccs3)sc2c1 do in these assays?
NR3A LBD binder: -16; PfGluPho inh: 5; SENP6 inh: -8; MPTP inh: 1.0; SENP1 FRET inh: 1; hIAP activ: 0.89; ATG4B inh: -1; SENP8 inh: -31

What do the screens show for `O=C(Nc1cc2ccccc2oc1=O)C1CCCCC1`?
NR3A LBD binder: 5; PfGluPho inh: -22; SENP6 inh: 63*; MPTP inh: -1.7; SENP1 FRET inh: 3; hIAP activ: 0.94; ATG4B inh: 1; SENP8 inh: -112

Results for CC12CCC(C(=O)Nc3cc(F)ccc3F)(CC1=O)C2(C)C (configuration not stated) ?
NR3A LBD binder: -2; PfGluPho inh: 1; SENP6 inh: 12; MPTP inh: -0.2; SENP1 FRET inh: 3; hIAP activ: 1; ATG4B inh: 2; SENP8 inh: 15

What do the screens show for `O=C(NCc1ccccc1)c1ccc(CS(=O)(=O)Cc2ccc(F)cc2)o1`?
NR3A LBD binder: -1; PfGluPho inh: -4; SENP6 inh: -2; MPTP inh: -0.8; SENP1 FRET inh: -1; hIAP activ: 1.1; ATG4B inh: -10; SENP8 inh: 10

How did COc1cc(CNCCO)cc(Cl)c1OCc1ccccc1Cl do in these assays?
NR3A LBD binder: -1; PfGluPho inh: 0; SENP6 inh: -27; MPTP inh: 80*; SENP1 FRET inh: 0; hIAP activ: 1; ATG4B inh: 2; SENP8 inh: 8

What do the screens show for `O=[N+]([O-])c1ccccc1/C=N/N1CCN(c2ccc(Cl)cc2)CC1`?
NR3A LBD binder: 6; PfGluPho inh: 16; SENP6 inh: 2; MPTP inh: 1.4; SENP1 FRET inh: 2; hIAP activ: 1.1; ATG4B inh: 4; SENP8 inh: 15

What do the screens show for `O=C(Cn1sc2ccccc2c1=O)N1CCN(C(=O)c2ccco2)CC1`?
NR3A LBD binder: -1; PfGluPho inh: 11; SENP6 inh: -8; MPTP inh: -0.9; SENP1 FRET inh: -1; hIAP activ: 1.1; ATG4B inh: -1; SENP8 inh: -11

Results for Nc1cc(C(F)(F)F)ccc1NCCc1ccccn1 ?
NR3A LBD binder: 1; PfGluPho inh: 20; SENP6 inh: -6; MPTP inh: 0.3; SENP1 FRET inh: 2; hIAP activ: 1.2; ATG4B inh: -12; SENP8 inh: 10

Results for Cc1cc(C)n(CC(=O)N2c3ccccc3Sc3ccccc32)n1 ?
NR3A LBD binder: 4; PfGluPho inh: -5; SENP6 inh: -17; MPTP inh: -0.2; SENP1 FRET inh: 1; hIAP activ: 0.95; ATG4B inh: -1; SENP8 inh: 18

What do the screens show for `COc1ccc(S(=O)(=O)Nc2cc(C)c(O)cc2C(C)C)cc1`?
NR3A LBD binder: -1; PfGluPho inh: 14; SENP6 inh: 18; MPTP inh: 1.2; SENP1 FRET inh: 3; hIAP activ: 1.1; ATG4B inh: -10; SENP8 inh: 11

How did O=C(COc1ccc(Cl)cc1)Nc1cc(NC(=O)COc2ccc(Cl)cc2)cc(C(=O)O)c1 do in these assays?
NR3A LBD binder: 12*; PfGluPho inh: -17; SENP6 inh: 28; MPTP inh: 1.2; SENP1 FRET inh: 1; hIAP activ: 0.84; ATG4B inh: -1; SENP8 inh: -3

How did CCOC(=O)CSc1cn2c(n1)CCC2 do in these assays?
NR3A LBD binder: 0; PfGluPho inh: 26; SENP6 inh: -6; MPTP inh: -2.9; SENP1 FRET inh: 0; hIAP activ: 1; ATG4B inh: -5; SENP8 inh: -3

Results for N#Cc1c(N(CCO)CCO)nc(N)c2c(N)nc3c(c12)CC(=O)N3CC1CCCO1 (configuration not stated) ?
NR3A LBD binder: -1; PfGluPho inh: 36; SENP6 inh: -13; MPTP inh: -0.1; SENP1 FRET inh: -38; hIAP activ: 0.94; ATG4B inh: -1; SENP8 inh: -408

Results for COC(=O)c1cc(NS(=O)(=O)c2ccc(OC)c(OC)c2)ccc1Cl ?
NR3A LBD binder: -1; PfGluPho inh: -26; SENP6 inh: -8; MPTP inh: -2.5; SENP1 FRET inh: -29; hIAP activ: 0.83; ATG4B inh: 5; SENP8 inh: -1

How did Cc1ccc(Oc2ccc(NC(=O)C3=CC=CN4CCS(=O)(=O)N=C34)cc2)cc1 do in these assays?
NR3A LBD binder: 6; PfGluPho inh: -13; SENP6 inh: 7; MPTP inh: -0.5; SENP1 FRET inh: -2; hIAP activ: 0.86; ATG4B inh: -5; SENP8 inh: 0

What do the screens show for `CC(C)(C)OC(=O)CNC(=O)c1[nH]cnc1C(=O)Nc1ccc(Cl)cc1`?
NR3A LBD binder: -2; PfGluPho inh: 26; SENP6 inh: -27; MPTP inh: -0.6; SENP1 FRET inh: 2; hIAP activ: 1.8; ATG4B inh: -20; SENP8 inh: 13

Results for CCN(CC)C(=O)COc1ccc(S(=O)(=O)N2CCOCC2)cc1 ?
NR3A LBD binder: 1; PfGluPho inh: -9; SENP6 inh: -8; MPTP inh: -3.2; SENP1 FRET inh: 0; hIAP activ: 2.4*; ATG4B inh: 15; SENP8 inh: 9

How did NC(=O)c1ccc(C(F)(F)F)n(Cc2ccc(F)c(F)c2)c1=O do in these assays?
NR3A LBD binder: -3; PfGluPho inh: 6; SENP6 inh: -3; MPTP inh: 1.8; SENP1 FRET inh: -1; hIAP activ: 0.83; ATG4B inh: 30; SENP8 inh: 4

Results for O=C(CN1C(=O)CCS(=O)(=O)c2ccccc21)Nc1ccc(Cl)cc1 ?
NR3A LBD binder: 1; PfGluPho inh: 6; SENP6 inh: 2; MPTP inh: 1.0; SENP1 FRET inh: 2; hIAP activ: 1.2; ATG4B inh: -7; SENP8 inh: 13

How did Cc1ccc([C@@H]2[C@@H]3C(=O)N(C)C(=O)[C@@H]3[C@@H]3C(=O)Nc4ccccc4C(=O)N23)cc1 do in these assays?
NR3A LBD binder: -3; PfGluPho inh: -14; SENP6 inh: -4; MPTP inh: -1.5; SENP1 FRET inh: 9; hIAP activ: 0.95; ATG4B inh: -2; SENP8 inh: -29

Brought forward from above: 2 entries, then new ones.
Results for O=C(CN1C(=O)CCS(=O)(=O)c2ccccc21)Nc1ccc(Cl)cc1 ?
NR3A LBD binder: 1; PfGluPho inh: 6; SENP6 inh: 2; MPTP inh: 1.0; SENP1 FRET inh: 2; hIAP activ: 1.2; ATG4B inh: -7; SENP8 inh: 13

How did Cc1ccc([C@@H]2[C@@H]3C(=O)N(C)C(=O)[C@@H]3[C@@H]3C(=O)Nc4ccccc4C(=O)N23)cc1 do in these assays?
NR3A LBD binder: -3; PfGluPho inh: -14; SENP6 inh: -4; MPTP inh: -1.5; SENP1 FRET inh: 9; hIAP activ: 0.95; ATG4B inh: -2; SENP8 inh: -29

What do the screens show for `Cc1ccc(O)c(NC(=O)CN(C)S(=O)(=O)c2ccc(Cl)cc2)c1`?
NR3A LBD binder: 1; PfGluPho inh: 7; SENP6 inh: -5; MPTP inh: 1.0; SENP1 FRET inh: 0; hIAP activ: 0.98; ATG4B inh: -1; SENP8 inh: 2

Results for CC(C)COc1cccc(C(=O)NC(=S)NCc2cccnc2)c1 ?
NR3A LBD binder: 1; PfGluPho inh: 4; SENP6 inh: -28; MPTP inh: 0.5; SENP1 FRET inh: 2; hIAP activ: 1.2; ATG4B inh: 21; SENP8 inh: 21

What do the screens show for `Fc1ccc(-[n+]2nc(Nc3ccccc3)sc2-c2c3ccccc3cc3ccccc23)cc1`?
NR3A LBD binder: -12; PfGluPho inh: 132*; SENP6 inh: -30; MPTP inh: 92*; SENP1 FRET inh: -18; hIAP activ: 0.95; ATG4B inh: 18; SENP8 inh: -66

Results for O=[N+]([O-])c1ccc(NCCCc2ccccc2)cc1 ?
PfGluPho inh: 19; MPTP inh: 16; SENP1 FRET inh: -5; SENP8 inh: 25

What do the screens show for `O=C(CN1C2CCCC1CC(NC(=O)c1ccccc1)C2)NC1CC1` (configuration not stated)?
NR3A LBD binder: -1; PfGluPho inh: 8; SENP6 inh: -21; MPTP inh: -1.0; SENP1 FRET inh: 1; hIAP activ: 1; ATG4B inh: -8; SENP8 inh: 13

What do the screens show for `CC(=O)c1ccc(-c2nnc(CCC(=O)N(C)Cc3cnc4ccccn34)o2)s1`?
NR3A LBD binder: -2; PfGluPho inh: -4; SENP6 inh: -18; MPTP inh: -0.1; SENP1 FRET inh: -2; hIAP activ: 1; ATG4B inh: 31; SENP8 inh: 2

Results for COc1ccc2[nH]c(=O)c(CN(Cc3ccc4c(c3)OCO4)C(C)=O)cc2c1 ?
NR3A LBD binder: 3; PfGluPho inh: 14; SENP6 inh: -18; MPTP inh: 0.8; SENP1 FRET inh: 7; hIAP activ: 0.96; ATG4B inh: -1; SENP8 inh: -361

How did COc1ccccc1CNC(=O)c1ccccc1C(=O)NC(CC(C)C)C(=O)NCc1ccccc1OC (configuration not stated) do in these assays?
NR3A LBD binder: 0; PfGluPho inh: 8; SENP6 inh: -8; MPTP inh: 1.6; SENP1 FRET inh: 2; hIAP activ: 1.2; ATG4B inh: -3; SENP8 inh: 0

What do the screens show for `CCOC(=O)CCc1c(C)nc(SCC(=O)O)c(C#N)c1C`?
NR3A LBD binder: 1; PfGluPho inh: -4; SENP6 inh: -9; MPTP inh: 0.0; SENP1 FRET inh: -2; hIAP activ: 0.87; ATG4B inh: -19; SENP8 inh: 28

How did COC(=O)C(C(=O)OC)C(C[N+](=O)[O-])c1ccc(OC)c(OC)c1 (configuration not stated) do in these assays?
NR3A LBD binder: 1; PfGluPho inh: -2; SENP6 inh: -16; MPTP inh: -0.9; SENP1 FRET inh: 2; hIAP activ: 1.1; ATG4B inh: -10; SENP8 inh: 14

Results for COC(CNC(=O)c1ccc2c(c1)nc(C)n2-c1cc(C)cc(C)c1)OC ?
NR3A LBD binder: 1; PfGluPho inh: 10; SENP6 inh: -42; MPTP inh: -0.2; SENP1 FRET inh: 0; hIAP activ: 1.1; ATG4B inh: -8; SENP8 inh: 2

How did O=[N+]([O-])c1cccc(NC(=S)N2CCOCC2)c1 do in these assays?
NR3A LBD binder: -1; PfGluPho inh: 10; SENP6 inh: -23; MPTP inh: -1.9; SENP1 FRET inh: 3; hIAP activ: 0.9; ATG4B inh: -7; SENP8 inh: 6

Results for COc1ccccc1CNC(=O)c1ccc(NS(=O)(=O)c2cccs2)cc1 ?
NR3A LBD binder: 4; PfGluPho inh: -19; SENP6 inh: -5; MPTP inh: -0.9; SENP1 FRET inh: 3; hIAP activ: 1; ATG4B inh: 8; SENP8 inh: 13

How did COC(=O)C1=C[C@@H](C(=O)OC)C2C3=C(C(=O)C24CCCCC4)[C@H](C)n2c(=O)n(C)c(=O)n2[C@@H]3C1 (some centres not stated) do in these assays?
NR3A LBD binder: 0; PfGluPho inh: -8; SENP6 inh: -9; MPTP inh: 0.6; SENP1 FRET inh: 2; hIAP activ: 1.1; ATG4B inh: -6; SENP8 inh: 2

How did Cc1cc(C)c(S(=O)(=O)NCc2cn3c(C)csc3n2)cc1C do in these assays?
NR3A LBD binder: -4; PfGluPho inh: -10; SENP6 inh: -16; MPTP inh: -0.6; SENP1 FRET inh: 2; hIAP activ: 0.84; ATG4B inh: -12; SENP8 inh: 22

What do the screens show for `Cc1ccc2c(c1)N=C(c1ccc(F)cc1)CO2`?
NR3A LBD binder: 1; PfGluPho inh: 6; SENP6 inh: 98*; MPTP inh: -1.1; SENP1 FRET inh: 9; hIAP activ: 0.98; ATG4B inh: 13; SENP8 inh: -156

What do the screens show for `Cc1cc(NC(=S)NC(=O)CC(C)C)ccc1Br`?
NR3A LBD binder: 2; PfGluPho inh: -6; SENP6 inh: -2; MPTP inh: 0.6; SENP1 FRET inh: -1; hIAP activ: 0.88; ATG4B inh: -11; SENP8 inh: 8

What do the screens show for `COCCCNC(=O)c1ccc(CS(=O)(=O)c2ccc(Br)cc2)o1`?
NR3A LBD binder: 0; PfGluPho inh: -1; SENP6 inh: 2; MPTP inh: -1.1; SENP1 FRET inh: 2; hIAP activ: 0.92; ATG4B inh: 1; SENP8 inh: 11

What do the screens show for `COCCNC(=O)C(NC(=O)C1CCCCC1)C(C)C` (configuration not stated)?
NR3A LBD binder: -1; PfGluPho inh: -15; SENP6 inh: -11; MPTP inh: 3.2; SENP1 FRET inh: 3; hIAP activ: 1.1; ATG4B inh: 2; SENP8 inh: 10

Bioassay records (PubChem)

No enrichment for hits. About 6.7% of those tested had a hit in this group.
